Bioassay records deposited in PubChem BioAssay by several laboratories.
DDE Tn7 FP inh = DD(E)-Tn7 binding inhibition, primary FP screen | FP displacement of FITC-Tn7 peptide from fibrin DD(E); 0% = median of compound wells per plate | inhibition, % at 8.3 µM | actives 0.13% (n = 370,000) | AID 720508;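 active means inhibition above the mean of compounds falling within the control limits plus 3 SD of them, cut at about 14% in these data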;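 further: 0% = plate median of compound wells and 100% = 10 µM Aha-Tn7 peptide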
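Test system: human clot-derived fibrin DD(E) complex / Quantity: 2 µM final DD(E) protein / Incubation: 10 min plus 3 h, room temperature / Measured by: fluorescence polarization / Benchmarks: high control of 10 µM Aha-Tn7 peptide / Replicates: singlicate testing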
ASAP1 GAP inh = ASAP1 ArfGAP inhibition. ASAP1-stimulated ARF1 GTP hydrolysis, GDP FP detection. actives 0.19% (n = 360,000). AID 624377. inhibition, % at 16.5 µM; in the data active means inhibition above about 25%;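 further: 0% = vehicle with enzyme and substrate and 100% = no enzyme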
ARFGAP1 inh = inhibitors of rat ARFGAP1 | Q62848 | Arfgap1-stimulated ARF1 GTP hydrolysis, GDP FP detection | inhibition, % at 16.5 µM | actives 0.26% (n = 360,000);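 active means inhibition above a per-plate limit, mean inhibition of low control wells plus 3 SD, cut at about 25% in these data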;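 further: 0% = DMSO wells with enzyme and 100% = wells lacking Arfgap1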
Target sequence (Q62848 1-136 limits assumed): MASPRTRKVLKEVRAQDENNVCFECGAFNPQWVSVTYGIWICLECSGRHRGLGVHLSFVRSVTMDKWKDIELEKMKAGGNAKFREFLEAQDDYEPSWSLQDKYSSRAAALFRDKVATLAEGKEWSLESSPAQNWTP
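Replicates: Single well per compound | Assay system: Truncated rat Arfgap1 GAP domain | Control set: No-Arfgap1 wells (100%) versus DMSO full-reaction wells (0%) | Times: Enzyme reaction 120 min at 25 °C after 20 min preincubation | Reagent: Human ARF1(Δ1-17)-GTP substrate | Measured by: Tracer-displacement fluorescence polarization with EDTA stop, 620/688 nm | Measure: Percent inhibition of Arfgap1-stimulated GTP hydrolysis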
NR1D1 modulator = modulators of human Rev-erb alpha DNA binding; P20393; activity, % at 10 µM; Rev-erbα–FITC-DNA binding, fluorescence polarization, 90 min; actives 0.79% (n = 370,000);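 active means activity above about 14%, limit read from the data; passing the limit was not always enough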;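 further: 0% = DMSO wells with 35 nM protein and 100% = DMSO wells with 750 nM protein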
UHRF1 MBD2 ctr = blocks human UHRF1 binding to methylated DNA | UHRF1 binding to methylated oligo, TR-FRET | inhibition, % at 4.4 µM | actives 0.75% (n = 370,000) | AID 687016; in the data active means inhibition above about 21%;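 further: UHRF1 SRA domain binding a hemimethylated CpG hairpin DNA probe; 0% = median of test compound wells and 100% = reference inhibitor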
Target sequence (Q96T88 whole entry, looked up, the tested form may be a part): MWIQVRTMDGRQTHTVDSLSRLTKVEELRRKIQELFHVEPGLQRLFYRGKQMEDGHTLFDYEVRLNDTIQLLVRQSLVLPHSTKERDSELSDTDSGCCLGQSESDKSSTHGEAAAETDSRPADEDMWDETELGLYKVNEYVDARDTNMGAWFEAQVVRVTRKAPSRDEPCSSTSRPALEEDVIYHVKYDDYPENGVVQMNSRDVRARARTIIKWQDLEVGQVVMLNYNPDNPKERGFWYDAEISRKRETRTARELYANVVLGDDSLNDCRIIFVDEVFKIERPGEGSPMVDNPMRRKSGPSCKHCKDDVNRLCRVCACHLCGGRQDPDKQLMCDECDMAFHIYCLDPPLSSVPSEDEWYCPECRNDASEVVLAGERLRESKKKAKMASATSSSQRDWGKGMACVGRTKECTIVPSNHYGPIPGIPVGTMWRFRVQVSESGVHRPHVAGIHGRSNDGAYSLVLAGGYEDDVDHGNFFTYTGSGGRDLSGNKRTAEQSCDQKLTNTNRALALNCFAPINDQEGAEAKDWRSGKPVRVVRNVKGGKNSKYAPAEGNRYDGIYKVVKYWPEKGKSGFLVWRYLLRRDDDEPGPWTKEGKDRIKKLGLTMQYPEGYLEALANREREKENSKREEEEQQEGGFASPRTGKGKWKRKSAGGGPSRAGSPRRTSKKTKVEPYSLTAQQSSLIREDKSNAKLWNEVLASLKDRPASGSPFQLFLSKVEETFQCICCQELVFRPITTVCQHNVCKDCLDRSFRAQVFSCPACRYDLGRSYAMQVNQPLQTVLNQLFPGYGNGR
sPLA2-III inh = Blocks human group III sPLA2 activity; Q9NZ20; QFRET BODIPY PC-A2 liposome hydrolysis, fluorescence; inhibition, % at 12.2 µM; actives 0.56% (n = 370,000); AID 743126;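 active means inhibition above mean plus 3 SD of compounds lying within the high and low control bounds, cut at about 19% in these data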;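 further: 0% = median of test compound wells and 100% = no enzyme DMSO wells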
PLCb3 inh = blocks human PLC-beta3 enzyme activity | Purified PLC-beta3, fluorogenic substrate, fluorescence | Q01970 | actives 0.18% (n = 370,000) | AID 720704 | inhibition, % at 12.2 µM; in the data active means inhibition above about 11%;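 further: 0% = median of compound wells on plate and 100% = full blocker control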
PLC-gamma1 inh = inhibitors of human phospholipase C gamma1; inhibition, % at 12.2 µM; purified PLC-gamma1, fluorogenic substrate, fluorescence; actives 0.84% (n = 370,000); in the data active means inhibition above about 9.5%
proKLK7 act = activates the human kallikrein-7 zymogen. actives 0.9% (n = 370,000). purified proKLK7, EDANS-DABCYL substrate fluorescence; 100% is mature enzyme control, 0% vehicle. activation, % at 7 µM;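 active means activation above the mean of all tested compounds plus 3 SD, computed per campaign excluding outliers beyond control limits, cut at about 13% in these data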
Tn6 DDE FP = inhibitors of Tn6 peptide binding to human fibrin DD(E); actives 0.21% (n = 370,000); Fibrin DD(E) TRITC-Tn6 fluorescence polarization displacement; inhibition, % at 8.3 µM;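 active means inhibition above a per-campaign cutoff: mean of compounds within control limits plus 3 SD, cut at about 15% in these data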;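 further: 0% = median of all compound wells on the plate and 100% = blocking peptide control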
Numbers without * were called inactive; x = no result given; & = joins results of further samples.

1	COc1ccc(C2CC(=O)Oc3cc(OC)ccc32)cc1 (stereo not drawn)
2	CCOc1ccc(N(CC(=O)Nc2ccc(OC)cc2)S(=O)(=O)c2c(C)noc2C)cc1
3	COCCCN1CC23C=CC(O2)C(C(=O)O)C3C1=O (stereo not drawn)
4	COc1ccc(OC)c(CCNC(=O)Cn2nc(C)c3c(C)n(-c4ccccc4)nc3c2=O)c1
5	COc1ccc(N2CCN(C(=O)CSc3nnc4c(C)cc5cc(C)ccc5n34)CC2)cc1
6	CCOC(=O)c1c(NC(=O)c2ccccc2Cl)sc2c1CCc1ccccc1-2
7	COc1ccc(S(=O)(=O)Nc2ccc3c(c2)C(=O)N([C@@H](C)CO)C[C@H](C)[C@H](CN(C)S(=O)(=O)c2ccc(F)cc2)O3)cc1
8	COc1ccc(N2CCN(C(=O)c3cccc(NS(=O)(=O)c4cccc(F)c4)c3)CC2)cc1
screen / no.	1	2	3	4	5	6	7	8
DDE Tn7 FP inh	-4	5	-2	-8	10	2	0	-9
ASAP1 GAP inh	1	-1	5	-2	11	-5	-3	8
ARFGAP1 inh	4	-6	-9	-3	3	0	2	8
NR1D1 modulator	-1	-1	3	-3	-2	-1	2	1
UHRF1 MBD2 ctr	-3	-4	2	2	-5	1	1	1
sPLA2-III inh	1	3	7	5	-1	-7	-49	-17
PLCb3 inh	3	5	-1	-10	1	-114	4	-10
PLC-gamma1 inh	-3	2	-1	-3	1	-118	-1	-2
proKLK7 act	0.5	0.2	0.2	0.3	-0.7	-52	-0.7	0.8
Tn6 DDE FP	10	3	-1	-5	7	-1	9	0

9	CN(C)c1ccc(/C=C2\SC(=O)N(CCc3nnc(N)s3)C2=O)cc1
10	Cc1cccc(N2CCN(C(=S)Nc3ccc4nc(N5CCN(C)CC5)cc(C)c4c3)CC2)c1C
11	CCCCn1nnnc1C1(C)CCC(=O)N1CCOC (stereo not drawn)
12	COC(=O)c1cc(OC)c(OC)cc1NC(=O)Nc1ccccc1F
13	CN(Cc1nc(-c2ccccc2)no1)C(=O)c1ccc2c(c1)OCO2
14	O=C(NCc1ccco1)c1cc(-c2cccnc2)nc2ccccc12
15	CCOC(=O)N1CCN(C(=O)/C(=C/c2cccc3ccccc23)NC(=O)c2ccc(OC)cc2)CC1
16	Cc1cc(C2C(=O)CC(=O)CC2c2ccccc2)on1 (stereo not drawn)
screen / no.	9	10	11	12	13	14	15	16
DDE Tn7 FP inh	-10	-6	-7	-4	2	-1	-1	0
ASAP1 GAP inh	-10	-5	-2	0	3	-9	0	-19
ARFGAP1 inh	-17	7	7	13	-6	0	1	2
NR1D1 modulator	9	1	-3	2	5	6	-1	-5
UHRF1 MBD2 ctr	-11	-4	-2	0	-2	-3	-4	1
sPLA2-III inh	0	-9	2	-2	6	-5	-1	-13
PLCb3 inh	-71	-140	3	-8	2	2	-5	-18
PLC-gamma1 inh	-40	-85	-1	-7	1	0	-7	-13
proKLK7 act	6.0	4.5	0.1	-1.7	-0.2	0.7	0.2	-0.5
Tn6 DDE FP	0	8	-1	2	9	5	-2	-3

Complete entries from above. Order of screens: DDE Tn7 FP inh	ASAP1 GAP inh	ARFGAP1 inh	NR1D1 modulator	UHRF1 MBD2 ctr	sPLA2-III inh	PLCb3 inh	PLC-gamma1 inh	proKLK7 act	Tn6 DDE FP
`COC(=O)c1cc(OC)c(OC)cc1NC(=O)Nc1ccccc1F` as listed: -4	0	13	2	0	-2	-8	-7	-1.7	2
`CN(C)c1ccc(/C=C2\SC(=O)N(CCc3nnc(N)s3)C2=O)cc1` as listed: -10	-10	-17	9	-11	0	-71	-40	6.0	0
`CN(Cc1nc(-c2ccccc2)no1)C(=O)c1ccc2c(c1)OCO2` as listed: 2	3	-6	5	-2	6	2	1	-0.2	9
`Cc1cc(C2C(=O)CC(=O)CC2c2ccccc2)on1` (stereo not drawn) as listed: 0	-19	2	-5	1	-13	-18	-13	-0.5	-3
`CCOC(=O)N1CCN(C(=O)/C(=C/c2cccc3ccccc23)NC(=O)c2ccc(OC)cc2)CC1` as listed: -1	0	1	-1	-4	-1	-5	-7	0.2	-2

Continued.
17	O=C(Nc1ccc2oc(-c3ccccc3)nc2c1)C1CCCO1 (stereo not drawn)
18	O=C(CCn1cnnn1)Nc1ccc(Cl)cc1Cl
19	O=C(NCc1ccc(OC(F)(F)F)cc1)c1cccc2c1C(=O)c1ccc(N3CCC(Cc4ccccc4)CC3)cc1S2(=O)=O
20	O=C1c2cccc3cccc(c23)C(=O)N1CCO
21	O=c1cc(N2CCCC2)c(-c2ccccc2)n[nH]1
22	CCNc1nc(NC(C)(C)C)nc(N(C#N)CC)n1
23	COc1ccc(C(=O)Oc2ccc3ccc(=O)oc3c2)cc1OC
24	CCOC(=O)CC(=O)CSc1ccc2nnc(-c3ccc(C)cc3)n2n1
screen / no.	17	18	19	20	21	22	23	24
DDE Tn7 FP inh	0	10	-3	-8	1	8	-5	0
ASAP1 GAP inh	1	3	7	0	9	1	-5	4
ARFGAP1 inh	8	5	8	1	0	-2	-5	-9
NR1D1 modulator	3	4	1	2	-1	1	1	-1
UHRF1 MBD2 ctr	0	-4	0	-9	0	-3	5	1
sPLA2-III inh	4	1	-3	-3	3	5	7	-13
PLCb3 inh	-88	-1	-46	-18	0	4	-378	-144
PLC-gamma1 inh	-79	1	-32	-16	6	3	-223	-103
proKLK7 act	2.6	0.9	0.4	2.0	0.8	0.5	14*	2.9
Tn6 DDE FP	3	-1	8	0	5	4	-3	5

25	COCCNC(=O)c1ccc2ccccc2n1
26	Cc1cccc(NC(=O)CN(c2ccc(F)cc2)S(C)(=O)=O)c1
27	COc1ccccc1NC(=S)Nc1ccc2cn[nH]c2c1
28	O=C(Nc1cccnc1)c1cc(S(=O)(=O)N2CCCCC2)c(Cl)cc1Cl
29	COc1cc(C(NC(=O)C(F)(F)F)C2CCCC=C2c2ccccc2)cc(OC)c1OC (stereo not drawn)
30	C/C(N)=C(/C#N)C(=O)CSc1nnc(COc2ccccc2Cl)o1
31	Cc1nnc(NC(=O)CC23CC4CC(CC(C4)C2)C3)s1
32	O=C(OCCNC(=O)c1ccc2ccccc2n1)c1ccc(F)cc1
screen / no.	25	26	27	28	29	30	31	32
DDE Tn7 FP inh	0	-7	0	9	8	7&-2	-1	-11
ASAP1 GAP inh	-7	-4	-17	-6	x	-3&9	7	2
ARFGAP1 inh	-9	3	2	-1	x	-5&5	4	17
NR1D1 modulator	7	2	2	0	-1	-11&-6	0	-2
UHRF1 MBD2 ctr	-2	1	-2	1	2	0&0	-1	-2
sPLA2-III inh	-5	-8	5	-8	8	-13&-23	-5	-17
PLCb3 inh	3	0	-11	-6	-6	1&-1	2	0
PLC-gamma1 inh	5	-1	-7	-2	3	-4&-3	4	1
proKLK7 act	0.3	1.0	0.5	-0.2	0.1	0.0&-0.7	-0.1	0.7
Tn6 DDE FP	3	-3	-2	1	-6	-4&-1	0	0

33	CCCCNC(=O)C[C@@H]1C[C@@]2(C(=O)OC)CCCCC=C2N(Cc2ccc(Cl)cc2Cl)C1=O
34	O=C(O)COCC(=O)N1CCN(c2cc(C(F)(F)F)nc3ccccc23)CC1
35	Cc1ccc(CNC(=O)CCC2CCCN(C(=O)c3ccc4c(c3)OCO4)C2)o1 (stereo not drawn)
36	CCCC(=O)Nc1ncnc2c1ncn2[C@@H]1O[C@@H]2COP(=O)(O)O[C@H]2[C@H]1OC(=O)CCC
37	O=C(Cn1cc(C(=O)c2cccs2)c2ccccc21)NCc1ccc2c(c1)OCO2
38	CCOC(=O)C1=C(C)N=C2SCCC(=O)N2C1c1ccc(C(=O)OC)cc1 (stereo not drawn)
39	O=S(=O)(c1ccc(F)c(Cl)c1)N1CCCC1
40	Cc1ccc(/C=C/c2nc3ccccc3c(=O)[nH]2)cc1
screen / no.	33	34	35	36	37	38	39	40
DDE Tn7 FP inh	2	5	-5	2&-6	-3	-4	-2	-4
ASAP1 GAP inh	6	13	3	-17&5	1	8	-11	-11
ARFGAP1 inh	3	-2	0	-6&8	5	-1	7	8
NR1D1 modulator	-1	3	3	2&0	0	3	-4	2
UHRF1 MBD2 ctr	-1	11	2	-4&-2	-1	1	-2	-5
sPLA2-III inh	-6	-5	3	-5&2	-22	-12	-6	-3
PLCb3 inh	4	-12	-7	1&5	-14	-2	3	-12
PLC-gamma1 inh	4	-8	1	0&0	-10	-2	-1	0
proKLK7 act	0.3	1.3	-0.3	0.3&0.7	0.6	0.2	-0.3	-0.1
Tn6 DDE FP	-1	-5	-6	-1&3	-5	1	-4	2

41	CC1(C(=O)OCC(=O)NC(=O)c2ccccc2)CC1(Cl)Cl (stereo not drawn)
42	CC(C)[C@@H](C(=O)N1CCCC1)N1C(=O)N2CCc3c([nH]c4ccccc34)[C@@]2(C)C1=O
43	Cn1c(N)c(C(=O)COC(=O)COc2ccc(C#N)cc2)c(=O)n(C)c1=O
44	CC(C1CC1)N(Cc1ccccc1)C(=O)NC(=O)c1ccccc1 (stereo not drawn)
45	COCCc1nc2ccc(C(=O)N3CCCC(CCCO)C3)cc2o1 (stereo not drawn)
46	CNC(=O)C[C@H]1C(=O)N(Cc2ccccc2)C[C@@H]1C
screen / no.	41	42	43	44	45	46
DDE Tn7 FP inh	8	-4	6	0	-5	-3
ASAP1 GAP inh	6	-2	-12	-2	-6	-9
ARFGAP1 inh	-4	0	1	12	1	-8
NR1D1 modulator	1	3	0	-1	-4	0
UHRF1 MBD2 ctr	-1	1	11	-1	1	1
sPLA2-III inh	3	0	-2	0	3	1
PLCb3 inh	-3	-2	-9	-4	-1	1
PLC-gamma1 inh	3	3	1	0	0	2
proKLK7 act	-0.2	0.2	0.5	-0.3	-0.5	0.2
Tn6 DDE FP	-3	-4	2	18*	3	12
